XIAP displacement: small molecules displacing peptide from XIAP – biochemical, IAP family, fluorescence polarization (AID 1018); displacement, % at 20 µM; hits with a dose series show IC50 in µM; actives 0.007% (n = 200,000); XIAP BIR domain, fluorescence polarization peptide displacement; higher % means a stronger effect; in the data active = displacement above about 50%; also: a part of the inactive calls stands beside numbers as strong as those of hits
WT yeast gro inh: growth inhibition of WT yeast, mitochondrial fusion screen; mitochondrial fusion phenotypic screen, WT strain; inhibition, % at 10 µM; actives 2.1% (n = 190,000); AID 1362; in the data active = inhibition above about 58%; tested in S. cerevisiae
Autophagy HCS: alters autophagy in cells | calls only at 10 µM (by protocol) | MEF GFP-LC3 puncta imaging; test concentration mostly 10 µM | actives 0.98% (n = 190,000);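 active = percentage of spot-positive cells more than 3 SD above its plate mean, without a fluorescence outlier flag or 80% toxicity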;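 also: spot-positive cell cutoff set from DMSO-treated cells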
Dynein transport: dynein cargo transport inhibition; 3617.4 mouse cells, GR-EGFP nuclear translocation imaging; test concentration mostly 20 µM; stimulated with dexamethasone, 1 µM; stronger effect = lower value; z-score, hits read low; actives 0.47% (n = 220,000);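 active = plate z-score of nuclear minus cytoplasmic receptor signal below a set negative limit, without overly bright fluorescence or cell loss, cut at about -3.5 in these data, passing the limit was not always enough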;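 also: z-score of nuclear minus cytoplasmic ring GR-EGFP intensity difference per well; some compounds called inactive have numbers as strong as hits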
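medium = tetracycline-free induction medium containing charcoal-stripped FBS | probe or stimulus = dexamethasone, 1.0 µM final | timing = 48 h induction, then 1 h compound, then 30 min agonist, 37 °C | detection = automated 10x imaging of fixed Hoechst-stained cells | read-out basis = nuclear versus cytoplasmic GR-EGFP signal, averaged per well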
Hep lipid drop: modulators of hepatic lipid droplet formation; AID 1656; actives 0.4% (n = 240,000); AML12 mouse hepatocytes, oleate lipid droplets, BODIPY imaging; inhibition, % at 6.5 µM;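 active = lipid droplet intensity inhibited by at least 50%, with more than 500 cells counted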
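Assay system: AML12 hepatocytes (mouse); Probe or stimulus: oleic acid at 100 µM to induce lipid droplet formation; Dosing: compound at 6.5 µM only; Schedule: compound with oleate, overnight; Detection: fluorescence imaging, 20x objective, two fields per well; Measure: % inhibition of lipid droplet signal.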
MT stabilizer: microtubule stabilizers in HeLa cells | actives 0.83% (n = 200,000) | % tubulin-high responders, % at 10 µM | HeLa tubulin immunostaining HCS, 24 h; share of cells brighter than vehicle mean+2SD;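 active = plate Z-score above 3 for both tubulin-high and condensed-nucleus cell shares, with cell loss under 80%, at 10 µM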;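 also: anti alpha tubulin signal scored within the nucleus-defined area of each cell; some results filed as inactive read as strong as hits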
ER stress rescue: protection against thapsigargin-triggered cell killing – 384-well, CSM14.1, ATP luminescence, primary screen (AID 1222); CSM14.1 thapsigargin-induced death rescue, ATP luminescence; higher % means a stronger effect; one-dose cellular ATP content (survival), % at 20 µM; EC50 in µM for titrated hits; 190,000 tested, under 10 active;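 active = EC50 below 50 µM in the dose-response confirmation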;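 also: death triggered by thapsigargin at about 15 µM added after 2 h compound pretreatment; cell ATP read after overnight thapsigargin exposure of roughly 18 to 22 hours; normalized against plate controls of thapsigargin alone and 5% DMSO vehicle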
bCat nuc transl: modulators of beta-catenin nuclear translocation; actives 0.3% (n = 190,000); AID 1665; HeLa beta-catenin nuclear translocation, immunofluorescence imaging; nuclear translocation activity, % at 5 µM;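 active = nuclear translocation activity above 50% at 5 µM, with a well cell count of 50 or more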;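 also: per-cell ratio of nuclear to cytoplasmic median beta-catenin stain intensity; plate controls were DMSO negative control for no effect and GSK-3 inhibitor IX positive control for full effect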
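assay system = human HeLa cells, endogenous beta-catenin | times = compound treatment 24 h, 37°C, 5% CO2 | detection = Anti-beta-catenin immunofluorescence on PFA-fixed, Triton-permeabilized cells, DAPI nuclei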
Ins promoter up: MIN6 insulin promoter up-regulation; MIN6 insulin promoter-GFP reporter, high-content imaging; stronger effect = higher value; z-score at 5 µM; actives 0.3% (n = 190,000); AID 1625;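 active = z-score above 3 at 5 µM with at least 500 cells counted in the well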
WT yeast gro inh mutant strain: further read-out of WT yeast gro inh, marked with its call; inhibition, %; mitochondrial fusion phenotypic screen, mutant strain inhibition
Dynein transport cytoplasmic EGFP: also measured in Dynein transport; calls as there; z-score; measured here: cytoplasmic GR-EGFP intensity; stronger effect = higher value
Dynein transport nuclear GR-EGFP: further read-out of Dynein transport, marked with its call; z-score; measured here: nuclear GR-EGFP intensity;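 lower value marks the stronger effect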
Dynein transport cell count: further read-out of Dynein transport, marked with its call; z-score; measured here: cell count per field
Ins promoter up cell count: recorded beside Ins promoter up, whose call it bears; cell count; measured here: cytotoxicity, nuclei count;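 total cells summed across four imaged fields per well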
Hep lipid drop cells 6.5 µM: further read-out of Hep lipid drop, marked with its call; cell count; measured here: cell count, cytotoxicity flag;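 cells counted across two imaged fields per well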
bCat nuc transl cell count 5 µM: also measured in bCat nuc transl; calls as there; cell count; measured here: cell count, cytotoxicity flag
MT stabilizer Hoechst-high %: recorded beside MT stabilizer, whose call it bears; % Hoechst-high responders; measured here: nuclear condensation Hoechst responders;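 share of cells brighter than vehicle mean plus two SD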
MT stabilizer cytotoxicity %: further read-out of MT stabilizer, marked with its call; toxicity, %; measured here: cytotoxicity by cell density;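 0% = mean cell density of plate MIN control wells and 100% = no cells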
Autophagy HCS cell loss 18 h: second read-out of Autophagy HCS, no call of its own (marks repeat the call); toxicity, %; measured here: cell loss, nuclei count;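 cell loss after 18 h compound exposure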
* marks the source's active call; other numbers are inactive results; i = inactive; x = not tested or not shown; + = active, no number.

SMILES	XIAP displacement	WT yeast gro inh	WT yeast gro inh mutant strain	Autophagy HCS	Autophagy HCS cell loss 18 h	Dynein transport	Dynein transport cytoplasmic EGFP	Dynein transport nuclear GR-EGFP	Dynein transport cell count	Hep lipid drop	Hep lipid drop cells 6.5 µM	MT stabilizer	MT stabilizer Hoechst-high %	MT stabilizer cytotoxicity %	ER stress rescue	bCat nuc transl	bCat nuc transl cell count 5 µM	Ins promoter up	Ins promoter up cell count
O=C(NC1CCCCC1)N1CCCC(c2nc(-c3ccc(S(=O)(=O)N4CCCC4)cc3)no2)C1 (stereo not drawn)	-0.1%	6.6	9.9	i	3.2	-0.619	-0.193	-0.181	0.643	x	x	1.9	1.5	6.7	1.9%	-6.8	922	-0.49	1503
Cc1ccc(/C=N/NC(=O)CNC(=O)COc2ccccc2)o1	-5.5%	1.8	0.1	i	37.6	0.149	-0.278	0.129	0.647	14.2	708	3.9	4.3	7.5	1.5%	0.3	1125	-0.4	1357
CCN1C(=O)c2cccc3c(S(=O)(=O)Nc4nc(C)cs4)ccc1c23	-6.3%	10.9	-11.7	x	x	-0.927	-0.205	-0.176	0.602	x	x	1.6	2.3	1.2	-0.6%	4.6	1320	0.48	1454
CC(NC(=O)c1cccs1)C(=O)NC1=NCCS1 (stereo not drawn)	-1.5%	-23.4	-16.8	i	9.4	-0.136	-0.203	-0.346	0.541	-3.1	677	2.4	2.0	4.4	1.7%	-1.5	1049	-0.02	1906
Cn1c(=O)[nH]c(=O)c2c1nc(SCCN1CCOCC1)n2Cc1ccccc1	-0.4%	12.2	19.7	i	-2.5	0.164	-0.162	-0.177	-0.127	-5.2	622	3.5	1.8	4.8	-0.5%	-1.3	1138	-0.82	1874
COC(=O)c1cc(OC)cc(O)c1C(=O)c1c(O)cc(C)cc1O	x	x	x	x	x	-0.812	-0.771	-0.154	0.35	14.3	697	x	x	x	x	43.8	636	0.34	986
CCOC(=O)c1c(NC(=O)c2c(Br)cnn2CC)sc(C)c1C	-4.9%	-17.2	-3.3	i	18.7	2.23	-0.225	0.781	-0.271	-41.7	754	4.3	1.4	4.0	-2.0%	1.2	1222	x	x
CCN(c1ccccc1)S(=O)(=O)c1ccc(C(C(=O)OC)C(=O)OC)c([N+](=O)[O-])c1	-8.4%	-14.3	7.5	i	10.2	-0.479	-0.338	0.0457	0.525	-13.3	677	3.7	2.0	6.7	1.5%	-5.4	1097	0.73	1689
CSC1=N/C(=C/c2cccnc2)C(=O)N1Cc1ccc(Cl)cc1	x	x	x	x	x	0.99	-0.255	0.425	-0.652	-17.6	715	x	x	x	x	-5.6	1276	-0.04	1327
COc1cccc(-c2cc(C(=O)NCCCn3ccnc3)c3ccccc3n2)c1	-3.0%	13.1	-4.4	i	-0.1	2.57	0.255	0.915	-1.03	25.5	683	5.1	1.5	5.8	-1.0%	-1.2	977	-0.83	1356
CCC(C)NC(=O)C1CCCN(C(=O)NC2CCCCC2)C1 (stereo not drawn)	1.3%	-14.2	-8.8	i	-0.3	-1.05	-0.0163	-1.11	0.763	x	x	2.3	1.5	1.6	-0.7%	-1.7	1396	-0.72	1540
O=C(Cn1cnc2ccccc21)NCc1ccccc1	1.1%	-8.6	-9.5	i	-5.0	-0.00868	-0.239	-0.632	-0.0128	-9.9	716	2.1	1.3	3.3	-2.1%	-0.1	1023	-0.1	1298
O=C1CSC(c2ccccc2)N1CC(O)c1ccc([N+](=O)[O-])cc1 (stereo not drawn)	-5.5%	7.2	-0.8	i	-3.8	-0.757	-0.0226	-0.551	-0.0687	-0.5	690	4.5	1.1	6.3	-0.1%	0.0	1058	-0.14	1140
CN(NC(=S)Nc1ccc(OC(F)F)cc1)C(=S)Nc1ccc(OC(F)F)cc1	-0.1%	65.1*	24.9*	i	1.0	-0.767	-0.218	-0.344	0.134	9.1	685	3.3	1.5	4.3	3.0%	1.1	1050	0.04	1239
O=[N+]([O-])c1cc(-c2nnc(C34CC5CC(CC(C5)C3)C4)o2)cc([N+](=O)[O-])c1	-1.7%	12.2	2.6	i	-29.8	0.213	-0.215	0.632	-0.261	x	x	2.6	1.8	8.4	-2.9%	-3.6	1469	0.09	1475
COc1cc2nc(/C=C/c3cc(OC)c(OC)c(OC)c3)sc2cc1SC	1.7%	4.4	-0.3	i	2.6	1.3	-0.175	0.889	-0.397	-20.7	579	11.2	11.0	15.7	-4.9%	11.4	786	-1.27	967
COc1ccc(N2C(S)=C(C#N)C(=O)NC2c2ccc(OC)c(OC)c2)cc1 (stereo not drawn)	-5.0%	-10.2	-3.8	i	17.3	-1.54	-0.118	-0.736	0.679	-0.2	724	1.4	0.9	2.2	4.9%	-4.3	978	0.36	1416
COc1cc(Br)cc(/C=N/NC(=O)Cc2ccc(C(F)(F)F)cc2[N+](=O)[O-])c1O	-9.5%	-4.3	8.6	i	-0.2	-0.558	-0.254	-0.389	0.183	-11.9	654	10.2	0.7	2.4	-1.3%	1.6	1014	0.27	1380
CCCCN(C)CCNC(=O)c1nn(-c2ccc(OC)cc2)c(=O)c2c1c1ccccc1n2C	-2.8%	1.3	-5.3	+	27.0*	-0.109	-0.267	0.0453	0.0775	-22.0	687	1.1	1.1	7.1	-1.7%	0.2	1062	x	x
Cc1cc(N/N=C/c2ccc(O)cc2)nc(NS(=O)(=O)c2ccccc2)n1	-5.7%	9.6	4.4	i	-4.1	1.48	0.356	1.34	-0.692	12.7	669	6.3	1.1	6.0	-1.7%	-1.8	1044	x	x
CN(C[C@H](CC1CCCCC1)N(C[C@H](Cc1ccccc1)N(CCc1ccccc1)N=O)N=O)N=O	-3.6%	0.4	9.9	i	-5.9	-0.668	-0.275	-0.144	0.437	-22.2	739	2.2	1.4	12.9	-1.8%	-0.2	1198	-1.35	1297
Cc1cc(=O)[nH]c2c(C)c(Cl)ccc12	-0.7%	-0.7	7.8	i	2.5	0.0816	-0.311	0.249	0.97	x	x	8.2	0.9	4.0	-1.7%	0.2	1115	0.24	898
CC(C)OC(=O)/C(=C/c1ccc(Br)cc1)NC(=O)c1ccco1	-3.4%	2.4	-6.2	i	-6.3	0.817	-0.288	0.139	-0.64	-14.1	697	3.2	2.7	7.8	1.3%	-2.5	593	-0.28	1354
CCOC(=O)N1CCC(NC(=O)c2ccc(CS(=O)(=O)c3ccccc3C)o2)CC1	-2.9%	10.7	3.1	i	12.7	-0.578	-0.169	-0.317	0.212	x	x	1.9	3.9	6.8	-0.9%	x	x	-1.55	594
CCn1c(=O)n(CC)c2cc(S(=O)(=O)Nc3c(C)cccc3C)ccc21	-2.0%	4.9	-13.7	i	0.3	0.536	-0.171	0.618	-0.196	x	x	1.8	2.3	6.0	0.3%	x	x	-0.23	1086

A run of entries taken from the entries so far, for reference:
SMILES	XIAP displacement	WT yeast gro inh	WT yeast gro inh mutant strain	Autophagy HCS	Autophagy HCS cell loss 18 h	Dynein transport	Dynein transport cytoplasmic EGFP	Dynein transport nuclear GR-EGFP	Dynein transport cell count	Hep lipid drop	Hep lipid drop cells 6.5 µM	MT stabilizer	MT stabilizer Hoechst-high %	MT stabilizer cytotoxicity %	ER stress rescue	bCat nuc transl	bCat nuc transl cell count 5 µM	Ins promoter up	Ins promoter up cell count
CCOC(=O)N1CCC(NC(=O)c2ccc(CS(=O)(=O)c3ccccc3C)o2)CC1	-2.9%	10.7	3.1	i	12.7	-0.578	-0.169	-0.317	0.212	x	x	1.9	3.9	6.8	-0.9%	x	x	-1.55	594
CCn1c(=O)n(CC)c2cc(S(=O)(=O)Nc3c(C)cccc3C)ccc21	-2.0%	4.9	-13.7	i	0.3	0.536	-0.171	0.618	-0.196	x	x	1.8	2.3	6.0	0.3%	x	x	-0.23	1086

Next entries
SMILES	XIAP displacement	WT yeast gro inh	WT yeast gro inh mutant strain	Autophagy HCS	Autophagy HCS cell loss 18 h	Dynein transport	Dynein transport cytoplasmic EGFP	Dynein transport nuclear GR-EGFP	Dynein transport cell count	Hep lipid drop	Hep lipid drop cells 6.5 µM	MT stabilizer	MT stabilizer Hoechst-high %	MT stabilizer cytotoxicity %	ER stress rescue	bCat nuc transl	bCat nuc transl cell count 5 µM	Ins promoter up	Ins promoter up cell count
COC(=O)c1ccc(NC2c3ncccc3C(=O)N2Cc2cccs2)cc1 (stereo not drawn)	-14.5%	-8.9	0.1	i	-4.4	-0.533	-0.0783	-0.132	0.0888	-15.1	716	2.4	2.3	8.1	2.0%	-1.1	1089	0.49	1160
O=[N+]([O-])c1ccc(Cl)c(/C=N/N2CCN(c3ccccc3)CC2)c1	-11.4%	3.7	6.6	i	-2.1	-0.276	-0.187	-0.25	0.19	x	x	0.8	1.8	7.8	-0.6%	1.3	1314	-0.91	1314
CC(C)C(=O)c1ccc(O)c(O)c1	x	x	x	x	x	-0.782	-0.149	-0.403	0.398	0.7	740	x	x	x	x	0.5	1242	0.68	1450
Cc1cc(C)nc(N/N=C/c2cc(C)n(CC(F)(F)F)c2C)n1	-6.6%	2.4	2.8	i	6.9	-0.267	1.28	0.0577	-0.0984	22.9	716	3.2	1.2	9.3	-1.1%	0.5	1106	-1.88	950
O=C(COC(=O)C1CC(=O)N(c2ccc3c(c2)OCCO3)C1)NC1CCCc2ccccc21 (stereo not drawn)	-4.3%	4.0	-12.7	i	9.6	0.242	-0.0807	0.283	0.327	x	x	1.4	1.1	9.8	1.4%	-2.8	1037	-0.68	1423
CCOC(=O)c1c(CN2CCOCC2)n(-c2ccccc2)c2ccc(O)cc12	-4.5%	19.2	9.0	i	6.0	1.37	-0.353	1.34	-0.921	-6.6	778	4.2	1.7	1.0	1.8%	1.7	697	-0.56	1327

High-throughput results deposited in PubChem by several laboratories.

No enrichment for hits; 4% or so of the library scored in one or more.
